Assay outcomes from PubChem BioAssay.
DT40 TDP1 no CPT: qHTS for Inhibitors of human tyrosyl-DNA phosphodiesterase 1 (TDP1): qHTS in cells in absence of CPT. DT40 Tdp1-/- hTDP1 cells, no CPT, ATP luminescence, 48 h. Potency, µM (highest dose often 46.2 µM), inactives show at the highest dose activity change, negative = growth inhibition, most hits filed as inhibitors. hit rate 15% among 420,000; further: nearly all actives have a fitted effect of over 55% in size
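Growth kinetics read by CellTiter-Glo luminescence after ≥48 hr at 37 °C. Cells: DT40 Tdp1-/- stably carrying human TDP1, 400 per well, compound exposure in the absence of CPT (DMSO vehicle).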
DT40 TDP1 CPT: qHTS for Inhibitors of human tyrosyl-DNA phosphodiesterase 1 (TDP1): qHTS in cells in presence of CPT; Potency, µM (doses to about 46.2 µM), without a hit: at the top dose activity change, negative = growth inhibition, actives largely listed as inhibitors; AID 686979, 2013; hit rate 12% among 420,000; chicken DT40 Tdp1-/-;hTDP1 cells + 20 nM CPT, ATP luminescence, 48 h; further: nearly all actives have a fitted effect of over 55% in size
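Chicken DT40 Tdp1-/- cells complemented with human TDP1, 400 cells/well, exposed to compounds plus 20 nM camptothecin for at least 48 h at 37 C; viability read as ATP content by CellTiter-Glo luminescence.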
TDP1 inh: qHTS Assay for Inhibitors of Tyrosyl-DNA Phosphodiesterase (TDP1); AID 485290, 2010; Potency, µM (doses to about 130 µM), for the others: at the highest dose activity change, negative = inhibition, actives largely listed as inhibitors; Tyrosyl-DNA phosphodiesterase 1 (Homo sapiens), Q9NUW8; recombinant TDP1, AlphaScreen DNA substrate cleavage; hit rate 0.28% among 350,000; further: nearly all actives have a fitted effect of over 40% in size
Target sequence (Q9NUW8 whole entry, looked up): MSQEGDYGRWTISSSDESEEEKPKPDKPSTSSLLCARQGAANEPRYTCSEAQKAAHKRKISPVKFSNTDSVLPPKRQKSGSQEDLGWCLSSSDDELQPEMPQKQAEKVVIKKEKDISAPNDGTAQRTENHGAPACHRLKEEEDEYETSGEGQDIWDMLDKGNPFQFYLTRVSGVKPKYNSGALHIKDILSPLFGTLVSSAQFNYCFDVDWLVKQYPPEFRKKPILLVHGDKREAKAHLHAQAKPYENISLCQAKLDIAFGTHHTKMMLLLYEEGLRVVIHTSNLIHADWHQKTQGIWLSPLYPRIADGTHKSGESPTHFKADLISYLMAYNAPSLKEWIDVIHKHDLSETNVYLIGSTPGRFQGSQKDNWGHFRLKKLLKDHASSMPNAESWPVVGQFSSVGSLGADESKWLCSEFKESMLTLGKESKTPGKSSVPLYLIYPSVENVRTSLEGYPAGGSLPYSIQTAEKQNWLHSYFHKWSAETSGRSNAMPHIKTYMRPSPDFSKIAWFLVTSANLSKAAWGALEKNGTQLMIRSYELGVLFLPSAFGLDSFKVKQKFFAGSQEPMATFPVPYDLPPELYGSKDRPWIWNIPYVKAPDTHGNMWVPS
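Recombinant E. coli-expressed Tdp1 (1 nM) preincubated with compound 15 min at RT, then 5'-biotin/3'-phosphotyrosine-FITC DNA substrate (15 nM) added for 5 min. AlphaScreen beads (10 ug/ml) added, 10 min RT; tyrosine-FITC cleavage read as signal loss.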
An asterisk follows results filed as active; [ ] = dose if it differs, or a comment. The call rests on the fitted dose curve; in most records, active means well fitted curve in the direction sought with a large enough effect; inconclusive means small, poorly fitted or top-dose-only effect, or another doubt; inactive means no such curve, though single readings can be large; an effect the other way counts as inactive or inconclusive. On the % scale 0 is the no-effect control and ±100 the full control effect; potency means the concentration at half of the fitted maximal effect. Hits appear at their usual frequency; overall some 18% were active at least once.

Results for CCCCN(C(=O)c1cccc(S(=O)(=O)N2CCN(C)CC2)c1)c1c(N)n(CCC)c(=O)[nH]c1=O ?
DT40 TDP1 no CPT: 3.6%; DT40 TDP1 CPT: 5.4%; TDP1 inh: -10.3%

How did O=C(Oc1coc(CSc2nnc(NC(=O)c3cccs3)s2)cc1=O)c1ccccc1 do in these assays?
DT40 TDP1 no CPT: -14.0%; DT40 TDP1 CPT: -7.5%; TDP1 inh: -7.7%

Results for COc1ccc(S(=O)(=O)N2CCN3CCCC3C2)cc1 (centres undefined) ?
DT40 TDP1 no CPT: 3.5%; DT40 TDP1 CPT: -24.4%

What do the screens show for `COc1cccc(/C=N/Nc2ncc(C(F)(F)F)cc2Cl)c1O`?
DT40 TDP1 no CPT: 4.11µM*; DT40 TDP1 CPT: 4.61µM*; TDP1 inh: 12.8%

What do the screens show for `CCN(CC)S(=O)(=O)c1ccc(C(=O)Nc2cc(C)on2)cc1`?
DT40 TDP1 no CPT: -6.6%; DT40 TDP1 CPT: -10.2%

How did COc1ccc(C(=O)N2CCCC(C)(C(=O)NS(=O)(=O)C3CC3)C2)c(OC)c1 (centres undefined) do in these assays?
DT40 TDP1 no CPT: 3.66µM*; DT40 TDP1 CPT: 2.06µM*

Results for COc1cccc(N=Nc2ccc3cccnc3c2O)c1 ?
DT40 TDP1 no CPT: 1.16µM*; DT40 TDP1 CPT: 0.581µM*

Results for CCCn1c(SCC(=O)N2CCN(c3ccccc3)CC2)nc2ccccc2c1=O ?
DT40 TDP1 no CPT: inconclusive; DT40 TDP1 CPT: inconclusive; TDP1 inh: 9.1%

What do the screens show for `Cn1cccc1Cc1nnc(SCC(=O)Nc2cccc(F)c2)n1CCc1ccccc1`?
DT40 TDP1 no CPT: inconclusive; DT40 TDP1 CPT: 23.1µM*; TDP1 inh: 0.0%

Results for O=C(CN1C(=O)C(=O)N(Cc2ccccc2)C1=O)Nc1ccc(OC(F)F)cc1 ?
DT40 TDP1 no CPT: 4.1%; DT40 TDP1 CPT: 4.9%; TDP1 inh: -0.6%[56.1 µM]

How did CSCCC(=O)N(C)CC1CCCN(CCc2cccc(C(F)(F)F)c2)C1 (centres undefined) do in these assays?
DT40 TDP1 no CPT: -15.3%; DT40 TDP1 CPT: -8.2%

Results for CC(C)(C)c1ccccc1NC(=O)CN1C(=O)NC2(CCCCCC2)C1=O ?
DT40 TDP1 no CPT: 0.8%; DT40 TDP1 CPT: -4.4%; TDP1 inh: 1.2%

Brought forward from above: two entries; new compounds follow.
How did CSCCC(=O)N(C)CC1CCCN(CCc2cccc(C(F)(F)F)c2)C1 (centres undefined) do in these assays?
DT40 TDP1 no CPT: -15.3%; DT40 TDP1 CPT: -8.2%

Results for CC(C)(C)c1ccccc1NC(=O)CN1C(=O)NC2(CCCCCC2)C1=O ?
DT40 TDP1 no CPT: 0.8%; DT40 TDP1 CPT: -4.4%; TDP1 inh: 1.2%

How did CS(=O)(=O)N(CC(=O)N/N=C/c1cc2c(cc1Br)OCO2)c1ccccc1Br do in these assays?
DT40 TDP1 no CPT: 14.6µM*; DT40 TDP1 CPT: inconclusive; TDP1 inh: 4.0%

Results for C[C@](N)(COP(=O)(O)O)C(=O)O ?
DT40 TDP1 no CPT: -9.4%; DT40 TDP1 CPT: 18.4%; TDP1 inh: 10.7%

What do the screens show for `Cc1ccc(C(CNC(=O)Nc2ccccc2)N2CCN(C)CC2)cc1` (centres undefined)?
DT40 TDP1 no CPT: 24.7%; DT40 TDP1 CPT: -7.6%; TDP1 inh: 2.9%

How did COc1nc(-c2ccncc2)nc2ccccc12 do in these assays?
DT40 TDP1 no CPT: -18.5%; DT40 TDP1 CPT: -5.2%; TDP1 inh: 4.8%

What do the screens show for `CN1CCN(C(=O)c2cn(-c3ccccc3)nc2-c2cccnc2)CC1`?
DT40 TDP1 no CPT: -12.9%; DT40 TDP1 CPT: 3.8%; TDP1 inh: -2.3%

How did O=C(O)CCC(=O)Nc1ccc(OCC(=O)O)cc1 do in these assays?
DT40 TDP1 no CPT: 1.1%; DT40 TDP1 CPT: -13.7%; TDP1 inh: 2.6%

How did Cc1ccnc(SCCn2c(N3CCC(C)CC3)nc3c2c(=O)n(C)c(=O)n3C)n1 do in these assays?
DT40 TDP1 no CPT: 23.1µM*; DT40 TDP1 CPT: inconclusive

What do the screens show for `COc1cc(C(=O)O)ccc1OCC(=O)N1CCOCC1`?
DT40 TDP1 no CPT: 8.1%; DT40 TDP1 CPT: -4.0%; TDP1 inh: -5.7%

How did Cc1ccccc1-c1noc(-c2ccc(NCc3ccco3)c([N+](=O)[O-])c2)n1 do in these assays?
DT40 TDP1 no CPT: -28.5%; DT40 TDP1 CPT: inconclusive; TDP1 inh: 5.7%

How did COc1ccc(OC)c(NC(=O)Cc2csc(NC(=O)Nc3ccccc3OC)n2)c1 do in these assays?
DT40 TDP1 no CPT: 20.6µM*; DT40 TDP1 CPT: inconclusive

How did Cc1ccc(CNC(=O)c2c(-c3ccc(F)cc3F)noc2C)o1 do in these assays?
DT40 TDP1 no CPT: -25.9%; DT40 TDP1 CPT: -25.0%; TDP1 inh: 0.0%

How did CCOc1ccccc1OCC(=O)NNC(=O)Cn1cnc2c1c(=O)n(C)c(=O)n2C do in these assays?
DT40 TDP1 no CPT: -7.2%; DT40 TDP1 CPT: 21.8%; TDP1 inh: 5.9%

Results for CCSc1ccc(-c2cc(NC=O)c3ncc(-c4cccc(C(=O)N(C)C)c4)n3c2)cc1 ?
DT40 TDP1 no CPT: inconclusive; DT40 TDP1 CPT: inconclusive

Results for CCCS/C(N)=N/N=C/c1cc(C)ccc1O ?
DT40 TDP1 no CPT: 0.82µM*; DT40 TDP1 CPT: 0.731µM*; TDP1 inh: 7.0%

What do the screens show for `C=CCc1ccccc1OCC(O)CN1CCN(c2ccccc2F)CC1` (centres undefined)?
DT40 TDP1 no CPT: inconclusive; DT40 TDP1 CPT: inconclusive; TDP1 inh: 6.6%

Results for Cc1c(Cl)cccc1NC(=O)Nc1ccc(C(N)=O)cc1 ?
DT40 TDP1 no CPT: -24.2%; DT40 TDP1 CPT: 5.7%; TDP1 inh: -5.3%

What do the screens show for `Cc1c(C(=O)N/N=C/c2ccc(-c3ccccc3[N+](=O)[O-])o2)sc(N)c1C#N`?
DT40 TDP1 no CPT: 13µM*; DT40 TDP1 CPT: 16.4µM*

How did O=C(CSc1nc2ccccc2c(=O)[nH]1)Nc1cccc([N+](=O)[O-])c1 do in these assays?
DT40 TDP1 no CPT: -9.4%; DT40 TDP1 CPT: -27.9%; TDP1 inh: 3.1%[56.1 µM]

How did COc1ccc(Cc2n[nH]c(=O)c3ccccc23)cc1OC do in these assays?
DT40 TDP1 no CPT: -19.8%; DT40 TDP1 CPT: inconclusive; TDP1 inh: -2.0%

Results for COCc1c(C(=O)NC(C)c2ccc(S(N)(=O)=O)cc2)oc2ccccc12 (centres undefined) ?
DT40 TDP1 no CPT: -12.1%; DT40 TDP1 CPT: -1.6%; TDP1 inh: -3.1%

How did CC(c1ccccc1)N1CNc2c(c(=O)n(C)c(=O)n2C)C1 (centres undefined) do in these assays?
DT40 TDP1 no CPT: -19.1%; DT40 TDP1 CPT: -14.5%; TDP1 inh: 4.2%

How did Cc1ccc(NC(=O)Cc2n[nH]c(=S)n2C)cc1 do in these assays?
DT40 TDP1 no CPT: -1.3%; DT40 TDP1 CPT: -4.0%; TDP1 inh: -7.9%

Results for COCC1CCN(C(=O)C2CCC(=O)N(C3CCCCCC3)C2)CC1 (centres undefined) ?
DT40 TDP1 no CPT: 1.1%; DT40 TDP1 CPT: -20.0%; TDP1 inh: 0.7%

Results for COc1ccc(/C=C/C(=O)OCC(=O)NCc2ccccc2)cc1OC ?
DT40 TDP1 no CPT: 16.4µM*; DT40 TDP1 CPT: 20.6µM*; TDP1 inh: 1.9%

How did CN(Cc1ccccc1)S(=O)(=O)c1ccc2[nH]c(=O)ccc2c1 do in these assays?
DT40 TDP1 no CPT: -14.6%; DT40 TDP1 CPT: -16.1%

What do the screens show for `COc1cccc(CN(C(=O)c2oc3ccccc3c2C)C2CCS(=O)(=O)C2)c1` (centres undefined)?
DT40 TDP1 no CPT: 20.6µM*; DT40 TDP1 CPT: inconclusive; TDP1 inh: 1.2%

What do the screens show for `COC(=O)[C@]12CCCCC=C1N(Cc1ccc(Cl)cc1Cl)C(=O)[C@H](CC(=O)NCc1ccccc1)C2`?
DT40 TDP1 no CPT: inconclusive; DT40 TDP1 CPT: inconclusive

Results for C/C(=N\N=C(/C)c1cccc(N)c1)c1cccc(N)c1 ?
DT40 TDP1 no CPT: -15.4%; DT40 TDP1 CPT: -9.5%

How did Cc1cc(C)cc(C(O)c2ncc(-c3ccccc3C(F)(F)F)[nH]2)c1 (centres undefined) do in these assays?
DT40 TDP1 no CPT: inconclusive; DT40 TDP1 CPT: inconclusive

What do the screens show for `Brc1cccc(C2CC(c3ccccc3)n3nnnc3N2)c1` (centres undefined)?
DT40 TDP1 no CPT: inconclusive; DT40 TDP1 CPT: 1.2%; TDP1 inh: 3.1%

Results for CCN(CC)C(=O)C1=C(C)N(CCCOC)C(=O)C(CC(=O)NCCc2ccccn2)C1 (centres undefined) ?
DT40 TDP1 no CPT: 4.6%; DT40 TDP1 CPT: 4.1%

Results for COc1ccccc1-c1sc2ccccc2c1-c1ccc(Br)nc1 ?
DT40 TDP1 no CPT: inconclusive; DT40 TDP1 CPT: inconclusive; TDP1 inh: 1.7%

What do the screens show for `COc1ccc(C2Nc3ccccc3C(=O)N2c2ccc(F)cc2)cc1COc1ccc(NC(C)=O)cc1` (centres undefined)?
DT40 TDP1 no CPT: 25.1µM*; DT40 TDP1 CPT: inconclusive; TDP1 inh: 0.3%

How did COc1cccc(N2CCN(C(=O)CCCCCn3c(=O)[nH]c4ccccc4c3=O)CC2)c1 do in these assays?
DT40 TDP1 no CPT: 20.6µM*; DT40 TDP1 CPT: inconclusive; TDP1 inh: -0.5%

How did O=c1[nH]c2ccccc2nc1-c1ccccc1 do in these assays?
DT40 TDP1 no CPT: -0.6%; DT40 TDP1 CPT: 19.8%; TDP1 inh: 0.0%

How did CCOC(=O)C1(Cc2ccccc2C(F)(F)F)CCN(C(C)COC)CC1 (centres undefined) do in these assays?
DT40 TDP1 no CPT: inconclusive; DT40 TDP1 CPT: inconclusive

How did CN(Cc1ccccc1)C(=O)COc1cc(Cl)ccc1Cl do in these assays?
DT40 TDP1 no CPT: -4.2%; DT40 TDP1 CPT: -17.6%

Results for CCC(C)[C@H](NC(=O)C1CC(=O)N(c2ccc3c(c2)OCO3)C1)C(=O)NC1CCCCC1 (some centres undefined) ?
DT40 TDP1 no CPT: -19.1%; DT40 TDP1 CPT: -15.2%; TDP1 inh: -7.0%

Results for Cc1ccccc1NC(=O)c1ccc2c(c1)c(C)c(C)n2Cc1ccccc1 ?
DT40 TDP1 no CPT: 4.11µM*; DT40 TDP1 CPT: 7.31µM*; TDP1 inh: 7.9%

What do the screens show for `CS(=O)(=O)N(CC(=O)NCc1ccccc1Cl)c1cccc([N+](=O)[O-])c1`?
DT40 TDP1 no CPT: -8.0%; DT40 TDP1 CPT: 2.7%; TDP1 inh: -5.5%

Results for CC(=O)N1CCCN(Cc2nc(C3(c4ccc(C)cc4)CCCC3)no2)CC1 ?
DT40 TDP1 no CPT: -8.2%; DT40 TDP1 CPT: inconclusive; TDP1 inh: 2.7%

Results for CCOC(=O)Cn1c(=O)oc2cc(S(=O)(=O)N3CCN(c4cc(C)ccc4C)CC3)ccc21 ?
DT40 TDP1 no CPT: inconclusive; DT40 TDP1 CPT: 18.4µM*; TDP1 inh: 2.3%

Results for CCCCCNC(=O)c1c[nH]c2ccc(S(=O)(=O)N3CCC4(CC3)OCCO4)cc2c1=O ?
DT40 TDP1 no CPT: inconclusive; DT40 TDP1 CPT: inconclusive

Results for O=C(Nc1ccnn1C1CCN(Cc2cccnc2)CC1)c1ccccc1Cl ?
DT40 TDP1 no CPT: -4.9%; DT40 TDP1 CPT: 12.1%; TDP1 inh: 3.7%

3 compounds already listed, sorted by length of the SMILES, smallest number first:
Results for O=C(Nc1ccnn1C1CCN(Cc2cccnc2)CC1)c1ccccc1Cl ?
DT40 TDP1 no CPT: -4.9%; DT40 TDP1 CPT: 12.1%; TDP1 inh: 3.7%

Results for Cc1ccccc1NC(=O)c1ccc2c(c1)c(C)c(C)n2Cc1ccccc1 ?
DT40 TDP1 no CPT: 4.11µM*; DT40 TDP1 CPT: 7.31µM*; TDP1 inh: 7.9%

What do the screens show for `CS(=O)(=O)N(CC(=O)NCc1ccccc1Cl)c1cccc([N+](=O)[O-])c1`?
DT40 TDP1 no CPT: -8.0%; DT40 TDP1 CPT: 2.7%; TDP1 inh: -5.5%
